# GPR35 antagonists: GPR35 antagonists blocking zaprinast-driven arrestin recruitment, primary screen, imaging, U2OS, beta-arrestin-GFP, zaprinast agonist (AID 2058); U2OS GPR35 beta-arrestin-GFP translocation imaging, zaprinast antagonism; higher % means a stronger effect; inhibition, % at 10 µM; hits with a dose series show IC50 in µM; 290,000 tested, 0.052% active;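 active = inhibition of at least 50% with at least 30 cells and total cytoplasm GFP at most 10,000,000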
# GPR55 antagonists: GPR55 antagonists blocking LPI-driven arrestin recruitment, primary screen, imaging, U2OS, beta-arrestin-GFP, LPI agonist (AID 2013). U2OS GPR55 beta-arrestin-GFP translocation imaging, LPI antagonism; higher % means a stronger effect. inhibition, % at 10 µM; hits with a dose series show IC50 in µM. 290,000 tested, 0.13% active;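 active = spots per cell inhibited over 60%, with over 100 cells counted and total cytoplasm intensity under 500,000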;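 note: U2OS cells stably carrying GPR55 and arrestin-GFP stimulated by 5 µM LPI near EC80; imaged beta-arrestin-GFP aggregate spots per cell after agonist stimulation; plate controls were LPI-stimulated DMSO wells for no effect and DMSO wells without LPI for full effect; some results filed as inactive read as strong as hits; confirmed hits need IC50 under 10 µM and bright autofluorescent wells are also inconclusive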
# NOD2 inhibition: NOD2 signaling inhibitors, cell-based, luminescence, uHTS, HEK293 (AID 1566) | 290,000 tested, 0.63% active | HEK293 NOD2/NF-kB luciferase reporter, luminescence; higher % means a stronger effect | inhibition, % at 4 µM, or EC50 in µM where a hit was titrated; note: many of its hits are not listed in these tables
# Myeloid diff MLP: promotes myeloid progenitor differentiation | ER-HoxA9 myeloid progenitors, lysozyme-GFP differentiation, flow cytometry | calls only at 10 µM | 360,000 tested, 1% active | AID 624256;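 active = normalized GFP-positive differentiation at or above the plate's own cutoff, the solvent-only control mean plus 3 SD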;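 note: cells exposed to compound for four days before flow analysis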
# NOD1 NF-kB reporter: NOD1 signaling inhibitors, primary screen, cell-based, luminescence, uHTS (AID 1578); NOD1-driven NF-kB luciferase reporter cells, luminescence; higher % means a stronger effect; inhibition, % at 4 µM, or EC50 in µM where a hit was titrated; 290,000 tested, 1% active; in the data active = inhibition mostly above about 36%, no sharp cut-off; inactive = mostly below about 34%;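 note: HEK-293T reporter cells stimulated with the NOD1 agonist gamma-tri-DAP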
# GPR55 beta-arrestin: GPR55 agonists via beta-arrestin recruitment, primary screen, imaging, U2OS cells, beta-arrestin-GFP redistribution (AID 1961) | U2OS GPR55 beta-arrestin-GFP redistribution imaging; higher % means a stronger effect | one-dose activation, % at 10 µM; EC50 in µM for titrated hits | 290,000 tested, 0.048% active;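 active = activation above 40% with more than 50 cells counted in the well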;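 note: U2OS osteosarcoma cells stably expressing GPR55 and beta-arrestin-GFP; plate controls were DMSO negative control for no effect and LPI positive control for full effect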
# KOR beta-arrestin-1: KOR agonists, beta-arrestin recruitment, primary screen, cell-based, luminescence, uHTS (AID 1777); KOR beta-arrestin recruitment, luminescence; higher % means a stronger effect; one-dose activation, % at 10 µM; EC50 in µM for titrated hits; 280,000 tested, 0.02% active; in the data active = activation above about 50%, passing the limit was not always enough; note: a part of the inactive calls stands beside numbers as strong as those of hits
# KOR beta-arrestin-2: kappa opioid receptor blockers – cell-based, luminescence, uHTS (AID 1778); 290,000 tested, 0.091% active; KOR beta-arrestin recruitment, luminescence, antagonist mode; higher % means a stronger effect; inhibition, % at 10 µM, or IC50 in µM where a hit was titrated; note: strong numbers were not always called active
# HIV fusion peptide: inhibitors of HIV fusion peptide binding, primary screen, biochemical, uHTS, fluorescence dequenching (AID 1986). 290,000 tested, 0.3% active. cell-free peptide binding, fluorescence dequenching, 30 min; higher % means a stronger effect. one-dose inhibition, % at 20 µM; IC50 in µM for titrated hits; in the data active = inhibition mostly above about 52%, no sharp cut-off; inactive = mostly below about 76%; note: some results filed as inactive read as strong as hits
# Myeloid diff MLP GFP+ MAC1+ %: recorded beside Myeloid diff MLP, whose call it bears; GFP+ MAC1+ double positive, %; measured here: differentiation confirmed by MAC1 staining
# * hit, by the source's call; i = inactive; . = no result given; + = active, no number; & = joins results of further samples; [ ] = remark or other dose. Cut-off read from the data, not from the text of the source, unless noted: active = inhibition above about 50%; inactive = the rest. An excerpt (hit frequency here may not be typical).
# Start of the listing, in advance (2 entries):
SMILES,GPR35 antagonists,GPR55 antagonists,NOD2 inhibition,Myeloid diff MLP,Myeloid diff MLP GFP+ MAC1+ %,NOD1 NF-kB reporter,GPR55 beta-arrestin,KOR beta-arrestin-1,KOR beta-arrestin-2,HIV fusion peptide
CN(C)C(=O)c1cc(C(=O)c2c(F)cccc2F)c[nH]1,8%,1%,-1%,i,0.5,-16%,-0.1%,1.2%,-24%,0.9%
COC(=O)CCc1nc2ccccc2nc1OC,5%,0%,2%,i,0.7,-32%,-0.2%,-0.7%,2%,-0.2%

# All compounds of this part, repeating the preview:
SMILES,GPR35 antagonists,GPR55 antagonists,NOD2 inhibition,Myeloid diff MLP,Myeloid diff MLP GFP+ MAC1+ %,NOD1 NF-kB reporter,GPR55 beta-arrestin,KOR beta-arrestin-1,KOR beta-arrestin-2,HIV fusion peptide
CN(C)C(=O)c1cc(C(=O)c2c(F)cccc2F)c[nH]1,8%,1%,-1%,i,0.5,-16%,-0.1%,1.2%,-24%,0.9%
COC(=O)CCc1nc2ccccc2nc1OC,5%,0%,2%,i,0.7,-32%,-0.2%,-0.7%,2%,-0.2%
OCCNC(=S)Nc1ccc(Oc2ccccc2)cc1,-24%,-4%,11%,i,0.1,-6%,-0.1%,-4.6%,5%[20 µM],-0.7%
CCOc1ccccc1-c1nc(-c2ccncc2)no1,0%,-5%,7%,i,0.6,-15%,-0.4%,-3.1%,31%,1.4%
COC(=O)C(C)(C)ONC(=O)Nc1ccccc1,-15%,8%,6%,i,0.8,-10%,-0.2%,-3.8%,22%,-0.3%
COc1ccc(Cl)cc1NC(=O)N1CCN(S(C)(=O)=O)CC1,-4%,-15%,20%,i,1.0,2%,-0.1%,6.1%,-18%,0.8%
O=C(NNC(=S)NC(=O)c1sc2ccccc2c1Cl)c1ccc(Cl)cc1,1%,-12%,-29%,i,0.4,-19%,-0.1%,-3.9%,22%,44%
Nc1nonc1-n1nnc(C(=O)N/N=C/c2cccs2)c1-c1ccc2c(c1)OCO2,21%,-10%,7%,i,4.0,-25%,0.7%,-3.0%,14%,0.2%
CC(=O)c1ccc(-n2nncc2C(C)(C)C)cc1,-4%,1%,5%,i,3.9,60%,-0.1%,7.6%,-40%,-2.3%
Cc1ccc(-c2noc(C3CCCN(C(=O)c4ccc(Cl)cc4)C3)n2)o1 (centres undefined),5%,56%,-2%,i,4.0,-11%,-0.2%,-8.0%,-7%,-1.4%
COc1ccc2cc(C(=O)Nc3ccccc3)sc(=O)c2c1OC,-11%,9%,-2%,i,0.5,-27%,0.2%,-2.2%,-12%,-3.8%
COC(=O)N/N=C/c1cc(Cl)cc(Cl)c1OCc1ccccc1,-8%,8%,8%,i,0.8,-38%,0.3%,0.4%,-24%,0.6%
CC(=O)n1cc(/C=N/NC(=O)c2ccccc2Cl)c2ccccc21,-2%,0%,8%,i,0.2,-1%,0.0%,-11%,1%,-1.1%
Cc1ccsc1C(=O)OCc1nc2ccccc2c(=O)[nH]1,-3%,1%,-32%,i,0.8,-37%,-0.2%,-3.4%,-2%,0.8%
O=C(N1CCCCC1)N1CCCN(C(=O)N2CCCCC2)CC1,17%,4%,0%,i,1.2,6%,-0.1%,-1.6%,-18%,0.0%
O=C(O)c1ccccc1C(=O)N1CCN(c2ccccc2)CC1,-16%,3%,10%,i,1.0,-4%,0.1%,-7.1%,-56%,-2.6%
Cc1ccc(-n2c3nc(=O)[nH]c(=O)c-3cc3cc([N+](=O)[O-])ccc32)cc1C,11%,42%,.,i,0.0,.,0.2%,-2.7%,-67%,-1.0%
CN(C)/C=C(\C#N)C(N)=C(C#N)C#N,11%,6%,-4%,i,0.2,-14%,0.1%,-14%,6%,0.5%
O=C(O)c1ccc(NC(=S)NC(=O)c2ccc(-c3ccccc3)cc2)cc1,-5%,-12%,-17%,.,.,-23%,7.9%,7.8%,-127%,43%
Cc1nc2ncnn2c(C)c1CCC(=O)N1CCN(c2ccccn2)CC1,10%,-7%,-18%,i,0.5,12%,0.3%,-1.8%,-6%,-0.6%
CCOC(=O)C1CCCN(C(=O)c2cc(-c3ccc(F)cc3)nc3ccccc23)C1 (centres undefined),-5%,13%,9%,i,0.2,-5%,0.8%,-4.0%,11%,-1.5%
COC(=O)CNC(=O)c1c(C)cc(=O)oc1C,0%,11%,-3%,i,14,-23%,0.3%,-4.0%,15%,1.1%
C/C=C/C=C/C(=O)OCC(=O)Nc1ccc(Cl)cc1,-11%,11%,2%,i,0.8,-30%,-0.2%,-2.5%,16%,1.7%
Cc1ccc(C(C)(C)C)c(OCCN2CCCC2)c1,-19%,10%,12%,i,0.2,-22%,0.4%,0.2%,.,1.3%
COc1cc2c(C(=O)O)c(C)n(-c3ccccc3)c2c2ccccc12,9%,4%,-4%,i,0.2,5%,0.0%,2.2%,.,2.6%
CCN(CC)CCN(C(=O)c1ccc(N2C(=O)CCC2=O)cc1)c1nc2cc3c(cc2s1)OCO3,-8%,-3%,16%,.,.,-13%,-0.2%,-3.3%,2%,1.5%
COc1ccc(NC(=O)CSc2nc(N)c(NC(=O)c3cccs3)c(=O)[nH]2)cc1,-3%,12%,4%,i,0.8,-5%,0.3%,2.9%,-6%,1.4%
Cc1nc(N2CCN(Cc3ccccc3)CC2)c(C#N)c2c1COC(C)(C)C2,-8%,46%,22%,i,0.8,-2%,-0.4%,1.8%,-40%,8.9%
Cc1ccc(C(=O)N2CCC(C(=O)NCc3cccnc3)CC2)cc1,9%,-7%,-11%,i,1.2,-10%,-0.2%,-0.4%,-42%,-0.2%
Cc1onc(-c2ccccc2)c1C(=O)N1CCN(C(=O)c2ccco2)CC1,6%,3%,2%,i,1.8,.,-0.1%,-3.3%,8%,1.2%
Oc1oc(-c2ccccc2)nc1C=Nc1ccccc1,21%,-5%,-8%,i,6.8,11%,-0.1%,1.8%,-20%,-1.4%
O=C(CNC(=O)c1ccco1)OCN1C(=O)c2ccccc2C1=O,6%,6%,4%,i,1.0,10%,0.0%,-2.8%,23%,12%
O=c1ccc2ccccc2n1Cc1cccc(F)c1,8%,1%,17%,i,0.4,-14%,-0.1%,0.6%,-2%,1.5%
Cc1cc(C(=O)NC(C)Cc2ccccc2)cc(C)c1[N+](=O)[O-] (centres undefined),19%,2%,8%,i,0.3,-12%,-0.2%,3.5%,-8%,-1.9%
CC(=O)c1cn(CC(=O)NCc2ccco2)c2ccccc12,-2%,13%,6%,i,0.9,23%,-0.1%,1.5%,24%,-1.1%
C/C(N)=C(/C#N)C(=O)COC(=O)C1Cc2ccccc2CN1S(C)(=O)=O (centres undefined),-11%,-5%,9%,i,0.8&0.5,-13%,-0.3%,-6.8%,-33%,-0.8%
COCCn1c(C)cc(C(=O)CSc2nc3ccccc3s2)c1C,21%,1%,30%,i,0.6,54%,-0.2%,-0.8%,21%,18%
O=C(CSc1nc2ccccc2n1-c1ccccc1)NCC1CCCO1 (centres undefined),-13%,-7%,2%,i,1.0,0%,-0.1%,2.0%,31%,-1.2%
CCOC1CC(C)(C)NC(=S)N1 (centres undefined),6%,11%,8%,i,0.3,-16%,0.7%,-1.7%,20%,-1.6%
CC(Nc1n[nH]c(=S)[nH]c1=O)C(=O)OCc1ccccc1 (centres undefined),12%,-1%,4%,i,0.9,-18%,-0.1%,5.9%,4%,6.4%
C(/CCc1ccccc1)=N\n1cnnc1,-8%,12%,6%,i,2.1,-27%,-0.2%,-6.5%,26%,-0.2%
CCCCCCCCCCOC(=O)Cn1c(COc2ccccc2C)[n+](C)c2ccccc21,-2%,17%,18%,i,0.4,22%,17%,2.6%,-15%[20 µM],34%
COc1ccccc1NC(=O)c1c(C)nn(-c2ccccc2)c1Cl,2%,20%,10%,i,0.4,-26%,0.9%,0.6%,-30%[20 µM],-0.7%
CCN(c1ccccc1)S(=O)(=O)c1ccc(OC)c(OC)c1,-1%,-15%,12%,i,6.5,0%,-0.1%,-3.6%,11%,1.4%
O=C(NCC1CCCO1)c1ccc2ccccc2n1 (centres undefined),-4%,-7%,-15%,i,1.3,-49%,0.0%,4.2%,-10%,-0.4%
O=C1N=C(N2CCOCC2)S/C1=C\c1ccc(-c2ccccc2Cl)o1,-2%,-1%,7%,i,0.0,2%,-0.3%,0.5%,17%,19%
NS(=O)(=O)c1ccc(CCNC(=O)c2ccc3c(c2)OCCO3)cc1,4%,2%,10%,i,0.1,-14%,-0.1%,-2.8%,-6%,-0.6%
O=C(NCCCO)C(=O)Nc1cc2c3c(c1)CCN3C(=O)CC2,-7%,-14%,-25%,i,1.4,18%,-0.1%,5.7%,-48%,0.8%
O=S(=O)(NCC(Nc1ccccc1)c1ccccc1)c1ccc(Cl)cc1 (centres undefined),9%,1%,3%,i,0.4,-2%,0.1%,2.4%,-11%,-3.1%
Cc1ccc(C2=[N+]([O-])C3(CCCCC/C3=N\NC(N)=S)N(O)C2(C)C)o1 (centres undefined),7%,-11%,10%,.,.,8%,-0.1%,0.0%,3%,3.5%
CSc1cccc(NC(=O)c2nnn(Cc3ccccc3)c2N)c1,7%,11%,-4%,i,1.9,.,-0.3%,0.9%,-5%,-1.1%
O=C(/C=C/c1ccccc1)OCc1cnc(Cl)s1,18%,11%,-1%,i,0.3,-35%,-0.3%,-2.2%,8%,1.2%
Cc1ccc(NC2=NC(c3ccc(F)cc3)n3c(nc(C)cc3=O)N2)c(C)c1 (centres undefined),17%,2%,9%,i,0.7,-2%,-0.1%,2.4%,10%,3.3%
O=C(c1cc(=O)[nH]c2ccccc12)N1CCN(S(=O)(=O)c2ccc3ccccc3c2)CC1,-12%,9%,30%,i,1.0,-8%,-0.1%,-0.7%,-18%,1.9%
Cc1cccc(/C=N/NC(=O)c2ccc(NC(=O)c3ccc(Cl)cc3)cc2)n1,-5%,9%,16%,+,1.4*,-17%,0.0%,-3.4%,-24%,-1.2%
Cc1csc(=O)n1CC(=O)OCC(=O)Nc1cc(Cl)ccc1[N+](=O)[O-],-9%,7%,-8%,i,4.2,-35%,-0.1%,1.3%,-8%,0.3%
Cc1ccc(C(=O)OCc2cn3ccccc3n2)cc1,-11%,-2%,-4%,i,1.0,.,0.7%,1.2%,-15%,1.5%
COc1ccccc1Cn1nc(C(=O)O)c2ccccc2c1=O,18%,8%,1%,i,0.8,-23%,-0.2%,14%,-30%,0.3%
CCOCCCN(C)C1CCN(C(=O)c2oc3ccccc3c2NC(=O)Cc2ccc([N+](=O)[O-])cc2)CC1,-12%,15%,-6%,i,1.5,-6%,0.0%,5.2%,-24%,0.0%

# Assay outcomes as filed in PubChem BioAssay.
